Screening results: PubChem BioAssay, several laboratories
ABHD4 inh: ABHD4 inhibitors, primary screen, biochemical, fluorescence polarization, mouse; (Lyso)-N-acylphosphatidylethanolamine lipase (Mus musculus), Q8VD66; purified mABHD4, FP-Rh probe fluorescence polarization; inhibition, % at 8.92 µM; actives 0.54% (n = 370,000); AID 720543, 2013;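 active = inhibition exceeding the mean over every tested compound plus 3 SD, cut at about 30% in these data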;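 note: 0% = plate median of compound wells and 100% = S159A mutant with DMSO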
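Assay system: Wild-type mouse ABHD4 protein | Medium: HEPES pH 7.0 buffer, 150 mM NaCl, 0.01% Pluronic F-127 | Incubation: Enzyme–compound pre-incubation 45 min, then probe 60 min, both 25 °C | Technique: Fluorescence polarization with parallel and perpendicular emission, 525/598 nm | Evaluation: % inhibition of FP-Rh probe binding versus controls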
rCAG binder: binders of r(CAG) RNA repeats, primary screen, biochemical, fluorescence; r(CAG) RNA repeat, TO-PRO-1 dye displacement fluorescence; inhibition, % at 3 µM; actives 1.3% (n = 370,000);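 active = inhibition above the plate cutoff, the mean of all test compounds on that plate plus 3 SD, cut at about 35% in these data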;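 note: 0% = DMSO alone and 100% = 100 µM mitoxantrone as full dye displacement; higher means more dye released from RNA so lower well fluorescence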
SIAE inh: human SIAE inhibitors, primary screen, biochemical, fluorescence polarization, FP-Rh probe, 1536-well HTS | actives 0.69% (n = 370,000) | SIAE FP-Rh probe binding | Sialate O-acetylesterase (Homo sapiens), Q9HAT2 | AID 1053197, 2014 | inhibition, % at 9.66 µM;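 active = inhibition above a cutoff: mean of compounds within the control limits plus 3 SD of those, cut at about 17% in these data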;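 note: 0% = plate median of compound wells and 100% = probe without SIAE protein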
TCR-CD3 inh: inhibitors of human TCR-CD3 interaction, primary screen, biochemical, fluorescence, TAMRA-labeled TCR probe; T-cell receptor (TCR); inhibition, % at 9.4 µM; AID 651800, 2012; actives 0.37% (n = 360,000); in the data active = inhibition above about 19%;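 note: recombinant mutant TCR 2C K166C tagged with TAMRA read by polarization; 0% = receptor in buffer alone and 100% = receptor with positive control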
PRMT1 FP inh: PRMT1 methyltransferase inhibitors, primary screen, biochemical, fluorescence polarization; recombinant PRMT1, activity-based probe fluorescence polarization; AID 652257, 2013; actives 1.3% (n = 370,000); Protein arginine N-methyltransferase 1 (Homo sapiens), Q99873; inhibition, % at 2.79 µM;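 active = inhibition above about 21% made by adding two undisclosed values, limit read from the data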
Target sequence (Q99873 whole entry, looked up): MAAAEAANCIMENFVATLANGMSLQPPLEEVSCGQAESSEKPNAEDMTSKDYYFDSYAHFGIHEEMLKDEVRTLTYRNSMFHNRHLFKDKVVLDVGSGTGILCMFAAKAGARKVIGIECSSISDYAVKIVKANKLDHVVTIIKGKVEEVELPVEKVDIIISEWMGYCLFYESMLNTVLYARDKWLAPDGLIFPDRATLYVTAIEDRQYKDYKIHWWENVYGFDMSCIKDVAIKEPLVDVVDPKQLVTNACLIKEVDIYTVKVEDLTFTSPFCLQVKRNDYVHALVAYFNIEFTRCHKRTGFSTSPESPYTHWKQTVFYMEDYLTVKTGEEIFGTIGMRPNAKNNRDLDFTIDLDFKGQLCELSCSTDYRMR
HTRA1 inhibitor: HTRA1 serine protease inhibitors, primary screen, biochemical, fluorescence polarization, HTS; Q92743; actives 0.5% (n = 340,000); recombinant HTRA1, FP-rhodamine activity-based probe; inhibition, % at 5.96 µM; in the data active = inhibition above about 36%;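 note: 0% = enzyme with DMSO and 100% = wells lacking enzyme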
Target sequence (Q92743 whole entry, looked up): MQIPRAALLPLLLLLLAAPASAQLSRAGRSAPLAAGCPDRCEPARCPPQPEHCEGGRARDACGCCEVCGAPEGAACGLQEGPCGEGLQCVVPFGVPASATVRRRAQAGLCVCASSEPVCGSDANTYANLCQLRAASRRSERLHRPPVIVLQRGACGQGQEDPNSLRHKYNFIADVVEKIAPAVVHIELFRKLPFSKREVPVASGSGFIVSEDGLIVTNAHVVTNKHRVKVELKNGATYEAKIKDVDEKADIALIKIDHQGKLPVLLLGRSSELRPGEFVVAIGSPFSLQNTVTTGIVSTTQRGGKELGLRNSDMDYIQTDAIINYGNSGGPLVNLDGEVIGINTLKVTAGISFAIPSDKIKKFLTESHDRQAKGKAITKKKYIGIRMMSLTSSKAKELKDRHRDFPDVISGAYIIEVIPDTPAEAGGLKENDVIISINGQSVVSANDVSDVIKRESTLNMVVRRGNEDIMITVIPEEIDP
GC-B act: human GC-B receptor activators, primary screen, HEK293 GC-B cells, cGMP TR-FRET, EC30 CNP; Atrial natriuretic peptide receptor 2 (Homo sapiens), P20594; 0% at EC30 CNP, 100% saturating CNP; activation, % at 10 µM; actives 0.11% (n = 370,000); AID 1920062, 2024;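 active = activation at 10 µM reaching about 35% in either raw or pattern-adjusted values, limit read from the data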
GC-A act: GC-A stimulated cGMP production enhancers – HEK293 GC-A cells, cGMP TR-FRET, EC30 ANP, primary screen; 0% at EC30 ANP, 100% saturating ANP; activation, % at 10 µM; actives 0.14% (n = 370,000); AID 1671463, 2021; in the data active = activation above about 40%
UHRF1 binding: UHRF1 methylated DNA binding inhibitors, primary screen, counter-screen for MBD2 inhibitor project, biochemical, TR-FRET, human UHRF1, single concentration; actives 0.75% (n = 370,000); E3 ubiquitin-protein ligase UHRF1 (Homo sapiens), Q96T88; AID 687016, 2013; UHRF1 binding to methylated oligo; inhibition, % at 4.4 µM; in the data active = inhibition above about 21%;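 note: UHRF1 SRA domain binding a hemimethylated CpG hairpin DNA probe; 0% = median of test compound wells and 100% = reference inhibitor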
MBD2 inh: inhibitors of MBD2 binding to methylated DNA, primary screen, biochemical, TR-FRET, DNA-binding domain, human; actives 0.31% (n = 370,000); MBD2 binding to methylated oligonucleotide; inhibition, % at 4.4 µM; in the data active = inhibition above about 13%
* = called active by the depositor; x = not tested or not shown. These rows are one share of the data (hit frequency here may not be typical).

Structure | ABHD4 inh | rCAG binder | SIAE inh | TCR-CD3 inh | PRMT1 FP inh | HTRA1 inhibitor | GC-B act | GC-A act | UHRF1 binding | MBD2 inh
NS(=O)(=O)c1ccc2nc(NC(=O)c3ccc4c(c3)OCCO4)sc2c1 | -1 | 5 | -31 | 1 | -1 | -5 | 0 | 14 | 0 | -1
CC1CCC(C(C)C)C(OCC(O)CN2CCOCC2)C1 (stereo unspecified) | -2 | -12 | -2 | -4 | 0 | 5 | -14 | 0 | -4 | -4
Cc1c(C(=O)OCC(=O)Nc2c(C)n(C)n(-c3ccccc3)c2=O)oc2ccccc12 | 11 | -1 | 7 | 2 | 0 | -4 | 2 | -3 | -1 | 0
CCOCC(=O)Nc1cc(OC)c(Cl)cc1OC | -1 | -3 | -6 | -5 | 2 | 4 | 1 | -3 | 1 | 1
COCCNC(=O)COC(=O)c1ccc(OCC(=O)Nc2ccccc2OC)c(OC)c1 | -6 | -4 | -12 | 6 | -2 | 2 | 4 | 2 | 4 | 4
COc1cccc(-n2cnc3cccc(N)c32)c1 | 1 | -2 | 3 | -8 | 3 | -1 | 2 | -2 | -3 | 0
CCCc1nn2c(=O)cc(CSCC(=O)Nc3cccc(C)c3)nc2s1 | -2 | -2 | -3 | 10 | -1 | 1 | 1 | 4 | -4 | 0
Cc1c(C(=O)O)sc2nc3n(c(=O)c12)CCCCC3 | -12 | 8 | -4 | -8 | 0 | 0 | 4 | 0 | 5 | 2
CCC(CC)C(=O)N(C)c1c(C)nc2c(OCCOc3ccc(F)cc3)cccn12 | -2 | -3 | 7 | -7 | -1 | x | 0 | -3 | 0 | 7
O=C(OCC(=O)N1CCC(Cc2ccccc2)CC1)c1ccc(O)cc1 | -7 | 3 | -7 | -6 | -4 | -7 | 4 | -1 | 1 | -2
O=C(NCc1ccccc1)c1cc2ccc(O)cc2oc1=O | 0 | 4 | 0 | 2 | 0 | -3 | -5 | -1 | -1 | -1
COCCNC(=O)c1ccc2c(c1)CCN2S(C)(=O)=O | 3 | -1 | 0 | -4 | 5 | 1 | 5 | 2 | 0 | 4
O=C(c1ccc(S(=O)(=O)Cc2ccccc2F)c([N+](=O)[O-])c1)N1CCCCCC1 | -1 | -3 | -4 | -9 | -3 | -1 | 14 | 2 | 7 | 4
COc1ccc(C(CCN(Cc2ccc(OC)c(OC)c2)C(C)=O)c2ccccc2)cc1 (stereo unspecified) | -5 | -6 | 4 | 2 | -2 | -23 | -3 | -19 | -3 | 3
CC(=O)NS(=O)(=O)c1ccc(NC(=O)CCc2ccccc2)cc1 | -2 | 1 | 0 | -4 | 0 | -1 | 3 | 3 | 0 | 0
CC(CN1CCCC1)OC(=O)c1ccc(Cl)cc1 (stereo unspecified) | 1 | -1 | 2 | 6 | -5 | 2 | 1 | 0 | 0 | -3
CCOC(=O)C1=C(CS(=O)(=O)c2ccccc2)NC(=O)NC1c1cc(OC)c(O)c(OC)c1 (stereo unspecified) | 1 | 1 | 4 | 2 | -3 | -3 | 2 | 0 | -1 | -4
O=C(CSc1ccccn1)Nc1ccc(F)c([N+](=O)[O-])c1 | -1 | 1 | 2 | 6 | -3 | -1 | 2 | -2 | -2 | 2
Cc1ccc(C(=O)c2nc(C(=O)NCCO)nc3ccccc23)cc1 | 4 | 1 | 0 | 6 | 1 | 8 | 1 | 1 | 1 | -1
O=C(Cc1ccc(Br)cc1)OCC(=O)N1CCc2ccccc2C1 | -5 | -4 | 4 | -3 | 2 | -7 | 2 | 10 | 3 | 5
CCC(NC(=S)Nc1ccccc1)C(=O)O (stereo unspecified) | 3 | -4 | 4 | 2 | -5 | 8 | 8 | 5 | 1 | 3
Cc1cc(C(=O)OCC(=O)N(CC(C)C)c2c(N)n(Cc3ccccc3)c(=O)[nH]c2=O)c2ccccc2n1 | 2 | 9 | 2 | 3 | -10 | -7 | 2 | -1 | 4 | -1
CCOC(=O)c1ccccc1-c1csc(NS(=O)(=O)c2ccc(Cl)cc2)n1 | 13 | 76* | 7 | 8 | -1 | -4 | 2 | 2 | 1 | 0
O=C(O)CCCCn1c(SCc2ccccc2Cl)nc2ccsc2c1=O | -2 | 20 | -5 | 0 | 1 | -31 | -2 | -5 | 0 | 2
CCC(=O)N1CCc2cc(S(=O)(=O)N3CCN(c4cc(Cl)ccc4C)CC3)ccc21 | 5 | 4 | 3 | -9 | 4 | 0 | -3 | -4 | 6 | -3
CCN(CC)C(=O)Cn1c(=O)n(-c2ccccc2)c(=O)c2sccc21 | -8 | 2 | 5 | 0 | -2 | 6 | 2 | 1 | 2 | 1
NC(=O)c1cccc(-c2csc(C(O)c3ccccc3)n2)c1 (stereo unspecified) | -1 | 0 | -7 | 5 | 1 | x | 1 | 1 | 1 | -1
O=C(Nc1ccc(Cl)cn1)c1ccccc1F | -1 | -1 | -4 | 0 | -2 | 1 | -6 | 5 | -4 | -1
O=C(c1ccc(Br)cc1)N(Cc1nc2ccccc2c(=O)[nH]1)C1CCCC1 | -5 | -6 | 0 | 0 | -2 | -11 | -1 | -9 | 5 | 1
c1ccc(C2NCCc3ccccc32)cc1 (stereo unspecified) | -5 | 2 | 4 | -1 | 1 | -4 | -3 | -3 | 2 | 4
Cn1c(SCC(=O)Nc2ccc(N3CCOCC3)cc2)nnc1-c1ccco1 | -2 | -3 | 3 | -1 | -2 | 0 | 2 | 0 | 0 | 1
COC(=O)c1sc(NC(=O)/C=C/c2ccc(C)cc2)nc1C | 2 | 1 | -11 | 7 | -2 | -3 | -2 | -2 | -1 | -4
COc1ccc(C(CCNCc2ccc(F)cc2)c2ccc(F)cc2)cc1 (stereo unspecified) | 2 | 5 | 1 | 5 | -5 | -17 | -18 | -21 | 13 | -1
CCOC(=O)C1C(=O)OC2(CCCC2)C1C(=O)OCC (stereo unspecified) | -3 | -2 | -8 | 3 | -3 | 0 | 2 | 0 | 0 | 19*
CN(CC(=O)Nc1ccc(Cl)c(C(F)(F)F)c1)C(=O)C1(c2ccccc2)CC1 | -12 | 0 | -4 | -5 | -5 | -19 | -6 | 0 | 0 | -3
NC(=O)c1ccsc1NC(=O)c1cccs1 | -1 | 4 | -5 | -6 | 3 | -13 | -5 | 4 | 1 | 5
CSc1ccc(/C=C/C(=O)OCC(=O)NCC2CCCO2)cc1 (stereo unspecified) | 6 | 6 | -7 | 6 | 3 | 5 | -1 | 1 | -1 | -4
CCNc1nc(NOC)nc(OCC#N)n1 | -4 | 1 | 7 | -1 | -3 | 10 | 0 | 1 | -5 | 2
O=C(COc1ccc2c(c1)oc(=O)c1ccccc12)NCCCN1CCOCC1 | 8 | -5 | 1 | 6 | 3 | 8 | -6 | -12 | -5 | 4
CC(C(=O)O)N1c2cccc3cccc(c23)S1(=O)=O (stereo unspecified) | 6 | 3 | -4 | 0 | -1 | 7 | 4 | 0 | -1 | 2
CC(C)c1nc(NCCN2CCOCC2)c(C#N)c2c1COC(C)(C)C2 | -4 | -7 | 2 | 3 | 0 | -4 | -4 | 3 | 0 | 1
COc1cccc(CC(NC(C)=O)C(=O)NC2CCN(S(=O)(=O)c3cccc4ccccc34)CC2)c1 (stereo unspecified) | 6 | -3 | -1 | -3 | 2 | -3 | 2 | -1 | 1 | 4
CSc1ccc(CN2CCC(C)(Oc3ccc(F)cc3)C2)cc1 (stereo unspecified) | 4 | -2 | 8 | 1 | -4 | x | 2 | 1 | -3 | 1
Cc1[nH]c2ccc(F)cc2c1CCN(Cc1cccnc1)C(=S)Nc1ccccc1 | 1 | 0 | 6 | 6 | 0 | -5 | 2 | -13 | -1 | -7
CCOC(=O)NC(=O)CSc1nc2ccc(OCC)cc2[nH]1 | -5 | 0 | 2 | 2 | 4 | -3 | -6 | 0 | 1 | -1
CC(C)C(C)(C#N)NC(=O)COC(=O)C1CCN(S(=O)(=O)c2ccc3c(c2)OCCO3)CC1 (stereo unspecified) | 1 | 4 | 0 | 7 | -3 | 3 | 2 | 5 | 0 | -1
CCN(CC)C(=O)C1=C(C)N(Cc2ccc(F)cc2)C(=O)C(CC(=O)NCc2cccc3ccccc23)C1 (stereo unspecified) | -1 | 4 | 2 | 6 | 0 | 3 | -8 | -9 | -2 | -3
CCOc1ccc(NC(=O)CN(C)C(=O)c2cccnc2Sc2ccccc2Cl)cc1OCC | 3 | -5 | -6 | 5 | 3 | 0 | 6 | 3 | 1 | -1
CCN(CC)C(=O)CC[C@H]1CC[C@]2(CCCN(CC3CC3)C2)O1 | 4 | 3 | 0 | x | 2 | x | 5 | 2 | 1 | -4
O=C(NC(=S)N1CCOCC1)c1ccccc1Cl | 4 | -2 | 5 | -2 | -1 | -2 | 5 | 1 | 3 | 4
C=CCNC(=O)CN(C(=O)Cc1cccc(OC(F)(F)F)c1)c1cccc(Br)c1 | -1 | 0 | -3 | x | -5 | x | -15 | -12 | -1 | 3
CN(C)/C=C/C(=O)c1c(F)cccc1F | 7 | 2 | 2 | -1 | 1 | 1 | 3 | -1 | 0 | -5
O=C(NCc1ccco1)C1CCN(c2ccc(S(=O)(=O)N3CCOCC3)cc2[N+](=O)[O-])CC1 | 1 | -1 | -1 | 4 | -4 | -1 | 2 | -2 | -5 | -13
CC1=NN(C(=O)c2ccccc2Cl)C(O)(c2ccccc2)C1 (stereo unspecified) | -7 | -3 | 3 | 21* | -2 | 3 | 3 | 2 | -2 | 2
O=C(O)CC/C(=N\NC(=O)c1ccc(F)cc1)c1ccc(Br)cc1 | -1 | 4 | 7 | 3 | -3 | -4 | -2 | -3 | -2 | 0
Cc1ccc(NC(=S)NC(=O)c2ccc(-c3ccc(Cl)cc3)o2)c(O)c1 | -9 | 7 | -9 | -7 | -2 | -5 | 3 | 1 | -1 | -6
